# From PubChem BioAssay
# SENP7 inh – SENP7 protease inhibition; Q9BQF6; recombinant SENP7, Z-RLRGG-aminoluciferin luminescence, 40 min; inhibition, % at 5 µM; 330,000 compounds, 1.5% hits;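 active means inhibition above about 50% at the single test dose, limit read from the data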;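 further: plate controls were DMSO with enzyme for no effect and no enzyme buffer wells for full effect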
# PfGluPho inh – PfG6PD (Plasmodium falciparum) enzyme inhibition. PfGluPho enzyme, NADPH resazurin-diaphorase fluorescence. 350,000 compounds, 0.78% hits. inhibition, % at 20 µM;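 active means inhibition reaching at least a set limit at 20 µM in the primary screen, cut at about 59% in these data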;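 further: 0% = DMSO wells with substrate and 100% = DMSO wells lacking glucose-6-phosphate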
# SENP8 block-1 – blocks the human protease SENP8 | Q96LD8 | purified SENP8, Z-RLRGG-aminoluciferin cleavage, luminescence | inhibition, % at 10 µM | 330,000 compounds, 1.2% hits | AID 2540; in the data active means inhibition above about 50%
# SENP8 block-2 – SENP8 (human) protease inhibition; Q96LD8; recombinant SENP8, Nedd8 substrate fluorescence; inhibition, % at 20 µM; 360,000 compounds, 0.64% hits; AID 602440; in the data active means inhibition mostly above about 40%, no sharp cut-off; inactive means mostly below about 27%
# SENP1 FRET inh – SENP1 (human) catalytic domain inhibition; inhibition, % at 10 µM; recombinant SENP1 catalytic domain, CyPet-SUMO1-YPet FRET cleavage; 360,000 compounds, 0.21% hits; Q9P0U3;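 active means inhibition at least 30% at 10 µM, raw YFP signal under a set limit, fluorescence ratio 0.5 to 1.5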;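 further: 0% = enzyme with DMSO and 100% = no enzyme wells; some results filed as inactive read as strong as hits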
#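 Test system: recombinant human SENP1 catalytic domain, His6-tagged / Medium: pH 8 Tris buffer with EDTA, NaCl, BME, BSA, NP40, catalase / Also added: SUMO1 FRET substrate flanked by Cypet and Ypet, 25 nM / Times: 50 min reaction at room temperature / Signal: FRET, CFP and YFP emission / Control set: no-enzyme low control and enzyme-plus-DMSO high control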
# SENP6 block – SENP6 protease inhibition; 330,000 compounds, 1.8% hits; AID 2599; Q9GZR1; inhibition, % at 10 µM; Recombinant SENP6 catalytic domain, aminoluciferin luminescence;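 active means inhibition above about 50% at the single tested dose, limit read from the data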;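 further: plate controls were DMSO wells with enzyme for no effect and DMSO wells lacking enzyme for full effect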
# Apaf-1 inh – inhibitors of human Apaf-1 apoptosome. O14727. reconstituted apoptosome caspase-3 activity, DEVD-Rh110 fluorescence. 330,000 compounds, 0.71% hits. inhibition, % at 20 µM; active means inhibition of at least 40% at 20 µM;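 further: plate controls were DMSO wells for no effect and DEVD-CHO caspase inhibitor wells for full effect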
# Target sequence (O14727 whole entry, looked up): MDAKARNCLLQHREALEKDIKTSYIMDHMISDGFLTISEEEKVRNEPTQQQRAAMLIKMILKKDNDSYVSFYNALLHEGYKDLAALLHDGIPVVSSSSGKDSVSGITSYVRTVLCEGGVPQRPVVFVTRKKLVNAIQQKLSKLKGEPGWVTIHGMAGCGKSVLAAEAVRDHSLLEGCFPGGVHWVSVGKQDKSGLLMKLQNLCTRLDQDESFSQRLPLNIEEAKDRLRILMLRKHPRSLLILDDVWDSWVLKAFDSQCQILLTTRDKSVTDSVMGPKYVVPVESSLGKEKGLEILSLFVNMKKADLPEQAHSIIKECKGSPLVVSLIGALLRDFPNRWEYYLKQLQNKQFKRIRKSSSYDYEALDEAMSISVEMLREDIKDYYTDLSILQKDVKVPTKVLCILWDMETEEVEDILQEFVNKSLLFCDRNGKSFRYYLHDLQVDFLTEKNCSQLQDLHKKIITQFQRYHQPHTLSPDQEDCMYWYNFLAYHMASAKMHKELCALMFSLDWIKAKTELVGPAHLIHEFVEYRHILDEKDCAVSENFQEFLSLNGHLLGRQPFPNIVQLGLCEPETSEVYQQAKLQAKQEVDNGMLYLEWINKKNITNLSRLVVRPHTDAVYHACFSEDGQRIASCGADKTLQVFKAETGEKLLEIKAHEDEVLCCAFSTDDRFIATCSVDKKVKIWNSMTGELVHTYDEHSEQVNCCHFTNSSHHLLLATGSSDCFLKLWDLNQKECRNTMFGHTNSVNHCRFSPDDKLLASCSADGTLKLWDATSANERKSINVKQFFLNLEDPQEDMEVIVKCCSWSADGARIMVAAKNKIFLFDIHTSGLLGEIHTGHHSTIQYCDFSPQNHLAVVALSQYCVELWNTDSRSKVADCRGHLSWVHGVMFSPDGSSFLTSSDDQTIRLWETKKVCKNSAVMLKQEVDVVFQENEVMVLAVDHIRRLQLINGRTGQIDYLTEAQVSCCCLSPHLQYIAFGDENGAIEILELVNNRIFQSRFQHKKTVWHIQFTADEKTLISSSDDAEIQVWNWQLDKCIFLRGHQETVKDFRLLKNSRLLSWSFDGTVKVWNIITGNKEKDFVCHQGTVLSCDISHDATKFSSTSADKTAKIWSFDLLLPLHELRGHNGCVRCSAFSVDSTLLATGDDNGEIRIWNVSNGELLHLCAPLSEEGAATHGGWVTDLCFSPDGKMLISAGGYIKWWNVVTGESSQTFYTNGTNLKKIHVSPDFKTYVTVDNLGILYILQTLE
#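 Material: reconstituted apoptosome with Apaf-1, cytochrome c, caspase-9, procaspase-3, dATP; medium: pH 7.5 Hepes buffer with CHAPS, BSA, DTT; also added: cytochrome c and DEVD-Rh110 substrate; timing: 30 min plus 50 min, RT; signal: Rh110 fluorescence intensity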
# HKDC1 inh – HKDC1 (human) hexokinase inhibition; Q2TB90; recombinant HKDC1, G6PDH/diaphorase resazurin coupled fluorescence; inhibition, % at 20 µM; 340,000 compounds, 0.16% hits;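 active means inhibition above about 35% when tested at 20 µM, limit read from the data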;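 further: plate controls were DMSO wells with enzyme for no effect and DMSO wells lacking enzyme for full effect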
#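 Test system: recombinant HKDC1 (HK5) hexokinase enzyme, produced in-house; Amount: enzyme 5 µg/mL final; Buffer or medium: Tris pH 8.0 buffer with MgCl2, Tween-20, BSA, BME; Reagent: glucose and ATP substrates; Doses: 20 µM test compound, 1% DMSO; Incubation: 90 min reaction incubation at room temperature, dark; Detection: resorufin fluorescence at 613 nm.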
# * marks the source's active call; other numbers are inactive results; . = no result given.
Compound,SENP7 inh,Apaf-1 inh,PfGluPho inh,HKDC1 inh,SENP1 FRET inh,SENP8 block-2,SENP6 block,SENP8 block-1
Cc1ccc(C(=O)Nc2nncs2)cc1S(=O)(=O)N1CCOCC1,-3,-1,-15,0,-3,24,-9,3
COC(=O)c1ccc(/C=N\NC(=O)c2c(C)nc3ccc(Cl)cn23)cc1,7,0,-3,-5,1,4,-36,-1
O=C1CCC(/C=C/c2ccccc2)=NN1,-10,-7,-4,-6,1,31,8,1
CN(C)CCCOC(=O)c1ccc(Cl)cc1Cl,7,9,-5,-7,1,9,-10,2
CCOc1ccccc1NC(=O)CN(C)S(=O)(=O)c1cnc[nH]1,-2,-2,-18,7,-2,2,-15,-3
COc1ccccc1N1CCN(CC(=O)Nc2ccc(S(=O)(=O)N3CCCCCC3)cc2)CC1,8,19,7,1,0,12,0,0
Cc1ccc(NC(=O)CN2C(=O)S/C(=C\c3ccc(OCC(=O)O)c(Br)c3)C2=O)cc1,-9,1,-17,-4,-3,-47,-16,-5
O=C(c1ccc(Br)o1)N1CCC(Cc2ccccc2)CC1,-3,18,-14,-4,2,4,8,-5
CCc1ccc([C@@H]2CC=C(C(=O)O)[C@H](c3ccccc3)N2S(=O)(=O)c2ccc(C)cc2)cc1,10,21,-18,6,0,2,-1,-9
Cc1cc(C)cc(NC(=O)NCC2CCN(Cc3cc(C)ccc3C)CC2)c1,-2,2,1,-3,0,4,-12,-8
C#CCOCCOCCOCCNc1nc(N2CCN(C(=O)[C@H](CCC(=O)O)n3cc(C(N)CC(C)C)nn3)CC2)nc(N2CCN(C(=O)[C@H](Cc3ccc(O)cc3)n3cc(C(N)[C@H](C)CC)nn3)CC2)n1 (stereo partly drawn),-2,8,.,.,.,.,3,4
COc1ccc(CNC(=O)COc2ccc(F)cc2)cc1,0,-5,15,-6,-2,4,-14,7

# (more compounds)
Compound,SENP7 inh,Apaf-1 inh,PfGluPho inh,HKDC1 inh,SENP1 FRET inh,SENP8 block-2,SENP6 block,SENP8 block-1
CCc1ccc2nc3nc(C)cc(C)c3c(N)c2c1,14,-8,0,-3,-21,-276,-14,-9
CCOc1ccc(CC(=O)C2C(=O)CC(C)(C)CC2=O)cc1OCC,2,-5,2,-3,2,14,-10,6
O=C1c2ccccc2C(=O)N1c1cc([N+](=O)[O-])ccn1,-2,-6,-14,-8,2,15,9,-8
COc1ccc(/C=N/NC(=O)c2nc(-c3ccccc3)n(-c3ccccc3)n2)cc1,4,17,17,-3,0,4,6,7
CC(=O)Oc1ccc2c(=O)c(-c3ccccc3)coc2c1,59*,3,-3,-1,-1,-193,21,22
Cc1ccc(S(=O)(=O)CC(=O)N2CCN(c3ccc(F)cc3)CC2)cc1,-6,7,4,-1,-1,7,6,10
C[C@]12c3[nH]c4ccccc4c3CCN1C(=O)C(CC(=O)NCC13CC4CC(CC(C4)C1)C3)C[C@@H]2C(=O)N1CCCCC1 (stereo partly drawn),-11,28,20,-1,1,16,-9,-7
Cc1c(N=C(N)/N=C(\N)Nc2ccc(Br)cc2)c(=O)n(-c2ccccc2)n1C,-2,5,2,-7,2,10,-49,-10
O=C(Nc1ccc(OCC(=O)N2CCOCC2)cc1)c1cccc(Cl)c1,-2,-10,6,-2,1,6,-7,-8
Cc1ccccc1NC(=O)Cn1c(NCC(C)O)nc2ccccc21 (stereo not drawn),11,4,-8,-5,0,4,-2,-8
Cc1ccc(-c2nn(-c3ccc(F)cc3)cc2C(=O)NC2CCC(O)CC2)cc1 (stereo not drawn),-5,2,6,-3,-1,14,1,11
C=CCOc1ccc(/C(O)=C2/C(=O)C(=O)N(CCCn3ccnc3)C2c2cccs2)cc1 (stereo not drawn),-2,6,-21,-1,-2,-18,13,-7

# Rewritten with two lines to a compound: entries from further up.
# Results follow in this order: SENP7 inh | Apaf-1 inh | PfGluPho inh | HKDC1 inh | SENP1 FRET inh | SENP8 block-2 | SENP6 block | SENP8 block-1
O=C1c2ccccc2C(=O)N1c1cc([N+](=O)[O-])ccn1
  -2 | -6 | -14 | -8 | 2 | 15 | 9 | -8
COc1ccc(/C=N/NC(=O)c2nc(-c3ccccc3)n(-c3ccccc3)n2)cc1
  4 | 17 | 17 | -3 | 0 | 4 | 6 | 7
CC(=O)Oc1ccc2c(=O)c(-c3ccccc3)coc2c1
  59* | 3 | -3 | -1 | -1 | -193 | 21 | 22

# The listing continues:
Compound,SENP7 inh,Apaf-1 inh,PfGluPho inh,HKDC1 inh,SENP1 FRET inh,SENP8 block-2,SENP6 block,SENP8 block-1
COc1ccc(CN2CCN(CC(O)Cn3c4ccccc4c4ccccc43)CC2)cc1 (stereo not drawn),2,17,-1,13,-2,-21,8,-1
Cc1ccccc1C(=O)OC1OC(=O)C(Cl)=C1Nc1ccccc1 (stereo not drawn),10,12,17,-2,1,13,-20,1
Cc1c(NC(=O)c2cccs2)c(=O)n(-c2ccccc2)n1C,2,-15,5,0,1,26,-12,-4
CCOC(=O)c1c(NC(=S)Nc2cccnc2)sc(C)c1C,2,3,-9,19,-2,18,-4,0
CC(C)OC(=O)CC1C(=O)NCCN1C(=S)NC(=O)c1ccccc1Cl (stereo not drawn),5,-6,5,-13,-2,13,-2,-2
COc1cc(/C=C2/C(C)=C(C#N)c3nc(N)c(C#N)c(C)c32)ccc1OCC(=O)O,10,2,5,4,.,.,15,4
Cn1c(=O)[nH]c(=O)c2[nH]c(CN3CCN(Cc4ccccc4)CC3)nc21,-2,5,8,1,2,9,1,5
CCc1nnc(NC(=O)c2cc(C)oc2C)s1,12,5,7,6,1,4,17,10
CN1CCN(C(=O)c2ccc(CNS(=O)(=O)c3cccc(Cl)c3)cc2)CC1,-7,-5,9,-7,1,1,2,-3
CC(C)(C)n1nc2c(c1NC(=O)C1CC(=O)N(c3ccc(Cl)cc3)C1)CS(=O)(=O)C2 (stereo not drawn),1,-4,-14,-8,2,3,-10,7
O=C(NCCCO)c1ccc2[nH]c3ccccc3c2c1,-6,9,6,-6,-4,-85,-36,-15
Fc1ccc(/C=N\Nc2cccc(F)c2)cc1,2,-20,2,0,1,9,-26,-16

# (next part)
Compound,SENP7 inh,Apaf-1 inh,PfGluPho inh,HKDC1 inh,SENP1 FRET inh,SENP8 block-2,SENP6 block,SENP8 block-1
CCOc1cccc(C(=O)Nc2ccc(N(CC)CC)cc2)c1,4,15,3,0,1,10,4,-12
COc1ccc(N2CC(C(=O)Nc3ccc(S(=O)(=O)Nc4nccs4)cc3)CC2=O)cc1 (stereo not drawn),3,2,-18,-6,2,-6,3,6
COc1ccc(C(=O)NCCCN2CCOCC2)cc1Br,-15,-7,-22,-5,0,12,-15,-8
N#CCCn1cc(C(=O)O)c(-c2ccc3ccccc3c2)n1,6,-2,-8,-2,2,0,0,5
Cc1ccc2c(C)c(C)c(=O)n(C)c2c1,.,.,27,-2,1,-26,.,.
COc1ccccc1-n1nnnc1SCC(=O)NC1CCCC1,-6,-12,-10,4,1,28,-1,-1
Cc1ccc(/C=C/C(=O)O)cc1S(=O)(=O)NCCCC(=O)O,5,-7,-6,-8,3,11,-10,1
CCN1CCN(c2ccc(S(=O)(=O)N3CCCC3)cn2)CC1,6,3,-4,-6,0,-3,-14,2
CN(Cc1ccccc1)C(=O)c1[nH]cnc1C(=O)N[C@@H](CCCCNC(=O)OC(C)(C)C)C(=O)OC(C)(C)C,-13,17,3,8,1,18,-15,-5
COC(=O)/C=C/C1=CN(Cc2ccccc2)CCC1=O,-9,0,-13,3,-5,-9,-22,-7
O=C(O)c1cccc(NC(=S)NC(=O)c2ccc(-c3ccc(Cl)cc3)o2)c1,7,23,-12,6,0,-34,0,4
Cc1cc(C(=O)NCCCN(C)C)c2ccccc2n1,.,.,1,9,2,3,.,.

# Further records
Compound,SENP7 inh,Apaf-1 inh,PfGluPho inh,HKDC1 inh,SENP1 FRET inh,SENP8 block-2,SENP6 block,SENP8 block-1
CC(Sc1nnc(C2CC2)n1C1CC1)C(=O)N(C)C1(C#N)CCCCC1 (stereo not drawn),2,-2,-2,0,1,2,-10,-10
Nc1nonc1-n1nnc(C(=O)N/N=C/c2ccc(Br)cc2)c1-c1ccc2c(c1)OCO2,-3,7,-8,-2,0,-238,1,-3
CN(C)c1ccc(N2CN=C3SCC(=O)N3C2)cc1,9,26,41,7,3,52*,6,-1
Cc1ccc(C)c(S(=O)(=O)N2CCCC2CNC(=O)c2ccc([N+](=O)[O-])cc2)c1 (stereo not drawn),7,16,1,-2,2,16,-10,-5
O=c1cc(C(F)(F)F)nc(-n2[nH]c3c(c2=O)CCCC3)[nH]1,-3,-2,-92,3,6,19,-29,-9
O=C(O)c1ccc2c(c1)N(Cc1cccc(F)c1)C(=O)CS2,0,1,55,0,0,0,6,6
CCN(C[C@H]1N[C@@](Cc2ccccc2)(C(=O)OC)[C@H]2C(=O)N(Cc3ccccc3)C(=O)[C@@H]12)C(=O)COC,-1,-8,1,-8,3,10,8,1
O=C(NC(=S)NC1CCSC1=O)c1ccccc1F (stereo not drawn),-3,2,6,-9,1,2,-7,-3
Cc1nnc(NC(=O)CSc2nnc(CC(=O)Nc3ccccc3Cl)n2C)s1,-12,1,-30,-7,-2,-1,-12,-8
CC(=O)Nc1cccc(N2C(=O)CC(Cc3ccccc3)C2=O)c1 (stereo not drawn),5,-8,4,2,-1,13,19,12
O=C(NCCc1ccccc1)c1ccc2c(c1)N(Cc1ccccc1)C(=O)CS2=O (stereo not drawn),-7,8,20,1,2,9,-7,-5
Cc1ccc(-n2nnnc2CNC(=O)c2ccc3c(c2)OCO3)cc1C,4,-4,5,1,0,9,5,2

# (more compounds)
Compound,SENP7 inh,Apaf-1 inh,PfGluPho inh,HKDC1 inh,SENP1 FRET inh,SENP8 block-2,SENP6 block,SENP8 block-1
Cc1ccc(O)c(C(=O)c2cc(C#N)c(=O)n(-c3c(C)n(C)n(-c4ccccc4)c3=O)c2)c1,-4,-8,-16,-2,10,4,-11,4
CN(CC(O)COCc1ccc2c(c1)OCO2)C1CCCCC1 (stereo not drawn),7,-16,5,-12,-1,6,7,-2
COCCN(C(=S)Nc1c(C)cc(C)cc1C)C(C)c1cccnc1 (stereo not drawn),-8,2,69*,-8,-2,16,2,-4
CCOc1ccc(S(=O)(=O)N2CCN(C(=O)c3cc(S(=O)(=O)N4CCOCC4)ccc3C)CC2)cc1,3,11,1,-10,4,14,-3,-3
CCN(CC)S(=O)(=O)c1ccc2[nH]c(=O)cc(C(=O)Nc3ccc(C)c(S(=O)(=O)N(CC)CC)c3)c2c1,-7,17,13,0,-1,4,-6,0
Cc1cccc(C)c1OCC(=O)NCC1CCCO1 (stereo not drawn),-5,-8,2,-3,0,17,-11,6
CC(C)NC(=S)Nc1ccc2nc3n(c(=O)c2c1)CCCCC3,-5,1,3,-8,2,-9,-4,0
CCCCOP(=O)(OCCCC)C(O)c1ccc(N(C)C)cc1 (stereo not drawn),2,-18,-4,-6,-1,14,-8,6
O=C(c1ccccc1NS(=O)(=O)c1ccc([N+](=O)[O-])cc1[N+](=O)[O-])N1O[C@@H]2C=C[C@H]1C2,-5,23,14,11,4,-162,.,.
COc1ccc(CCNC(=O)CSc2nc3[nH]ncc3c(=O)n2-c2ccccc2Br)cc1OC,-3,4,-2,4,2,8,-18,-5
CCNC(=S)N(CCN(C)C)Cc1cc2cc3c(cc2[nH]c1=O)OCO3,-9,8,3,8,0,-435,-9,-12
CCc1ccc(C(O)(CC)C(CN2CCOCC2)c2ccccc2)cc1 (stereo not drawn),6,11,12,-4,0,10,-2,-5
COc1cccc(COc2ncnc3sccc23)c1,-2,-7,-6,0,-3,15,3,10
